Source: PubChem
NCI-60 one-dose screen, 48 h, at 10 µM unless noted. Numbers give growth in % (100 = growth as untreated, 0 = no growth, -100 = all killed).
HL-60(TB) = HL-60(TB) leukemia cells. 78,000 compounds, 9% hits. AID 1794776; active means growth percent below 10
Starred values were filed as active, the others as inactive; & = joins results of further samples. Only part of the results is shown; rates above refer to the full screens.

N=C(N=C(N)N)N1CCOCC1
  HL-60(TB): 99&100
Cn1c(Nc2ccc(C(F)(F)F)cc2)nc2cc(Oc3ccnc(-c4ncc(C(F)(F)F)[nH]4)c3)ccc21
  HL-60(TB): 30
CCC1C(=O)OCC1Cc1cncn1C (configuration not stated)
  HL-60(TB): 95
COc1cc2c(Oc3ccc4[nH]c(C)cc4c3F)ncnc2cc1OCCCN1CCCC1
  HL-60(TB): 102
COc1ccccc1OCC(O)COC(N)=O (configuration not stated)
  HL-60(TB): 66
Cc1cc2c(s1)Nc1ccccc1N=C2N1CCN(C)CC1
  HL-60(TB): 83
O=C(Nc1ccc(Cl)c(Cl)c1)Nc1ccc2nc(NS(=O)(=O)c3ccc4ccccc4c3)sc2c1
  HL-60(TB): 101
COc1cc(N2CCC(N3CCN(C)CC3)CC2)ccc1Nc1ncnc(Nc2ccccc2S(=O)(=O)C(C)C)n1
  HL-60(TB): 102
COc1ccc(CN(CCN(C)C)c2ccccn2)cc1
  HL-60(TB): 93&99
COC(=O)c1cccnc1
  HL-60(TB): 102
Cc1nc(NC(=O)N2CCC[C@H]2C(N)=O)sc1-c1ccnc(C(C)(C)C(F)(F)F)c1
  HL-60(TB): 24
O=C(Nc1ccccc1)Nc1ccc2nc(NS(=O)(=O)c3ccc4ccccc4c3)sc2c1
  HL-60(TB): 100
COc1ccc2c(c1)c(-c1nnc(N)nc1-c1c[nH]c3ccc(Br)cc13)cn2C
  HL-60(TB): 66
O=C(O)C(O)C(O)C(O)C(O)C(=O)O (configuration not stated)
  HL-60(TB): 42
COc1ccc(/C=C/C(C)=N/OC(C)C(=O)NC(C)C)cc1 (configuration not stated)
  HL-60(TB): 100

Cc1ccc([C@@H]2C[C@@H]3Cc4ccc5ccccc5c4N2O3)s1
  HL-60(TB): 107
CC1=NN(c2ccccc2)C(=O)C1
  HL-60(TB): 102&106&101
Cn1cc(-c2nnc(-c3cn(C)c4ncccc34)s2)c2cc(F)ccc21
  HL-60(TB): 67
C/C=C\C1=C(C(=O)O)N2C(=O)C(NC(=O)C(N)c3ccc(O)cc3)C2SC1 (configuration not stated)
  HL-60(TB): 94
CN1CCC(=C2c3ccccc3CCc3sccc32)CC1
  HL-60(TB): 110
CCN(CCCOc1ccc2c(Nc3cc(CC(=O)Nc4cccc(F)c4)[nH]n3)ncnc2c1)CCOP(=O)(O)O
  HL-60(TB): 35
CC(Oc1c(Cl)cccc1Cl)C1=NCCN1 (configuration not stated)
  HL-60(TB): 103
[2H]C1([2H])NCCN(c2ccc(Nc3ncc4c(C)c(C(C)=O)c(=O)n(C5CCCC5)c4n3)nc2)C1([2H])[2H]
  HL-60(TB): 20
Nc1cc(-c2ccncc2)c[nH]c1=O
  HL-60(TB): 88
C[C@@H](NC(=O)c1ncnc(N)c1Cl)c1ncc(C(=O)Nc2cc(C(F)(F)F)c(Cl)cn2)s1
  HL-60(TB): 35
NS(=O)(=O)c1cccc(N2C(=O)C3CC=CCC3C2=O)c1 (configuration not stated)
  HL-60(TB): 91
Cn1cc(-c2cnc3ccc4ccc(CS(=O)(=O)NCc5ccccn5)cc4c(=O)c3c2)cn1
  HL-60(TB): 59
Cc1nc2ccc(-n3ncc(C(=O)c4cc5ccccc5[nH]4)c3N)cc2[nH]1
  HL-60(TB): 37
O=C(O)[C@@H]1[C@H]2C[C@H]3c4[nH]c5ccccc5c4CCN3C[C@@H]2CC[C@@H]1O
  HL-60(TB): 128
O=c1cc[nH]c(=O)[nH]1
  HL-60(TB): 78

c1ccc2c(CC3=NCCN3)cccc2c1
  HL-60(TB): 103&107
C[C@H]1COc2c(N3CCN(C)CC3)c(F)cc3c(=O)c(C(=O)O)cn1c23
  HL-60(TB): 101
CC(C)(C)c1cnc(CSc2cnc(NC(=O)C3CCNCC3)s2)o1
  HL-60(TB): -40*
COc1ccc(C2=NN(c3ccc(S(N)(=O)=O)cc3)C(c3ccc(N(C)C)cc3)C2)c(OC)c1 (configuration not stated)
  HL-60(TB): 92
Cn1ncc(Cl)c1-c1cc(C(=O)N[C@H](CN)Cc2ccc(F)c(F)c2)oc1Cl
  HL-60(TB): -36*
C=CCSc1nc(NC(=O)CN2CCN(c3cc4c(cc3F)c(=O)c(C(=O)O)cn4C3CC3)CC2)cc(=O)[nH]1
  HL-60(TB): 104
CCOc1ccn(-c2ccc(F)cc2)c(=O)c1C(=O)Nc1ccc(Oc2ccnc(N)c2Cl)c(F)c1
  HL-60(TB): 92
O=C1NC(=O)[C@@]2(CCOc3ccc(F)cc32)N1
  HL-60(TB): 101
CCN(CC)CCOc1ccccc1C(=O)CCc1ccccc1
  HL-60(TB): 98
CCC[C@H](N[C@@H](C)C(=O)N1[C@H](C(=O)O)C[C@@H]2CCCC[C@@H]21)C(=O)OCC
  HL-60(TB): 116
O=C(Nc1ccc(Cl)cc1)Nc1ccc(Cl)c(C(F)(F)F)c1
  HL-60(TB): -61*
Cc1cc(-c2nc(-c3ccc(OC(F)(F)F)cc3)no2)nn1Cc1ccnc(N2CCN(C3CC3)CC2)c1
  HL-60(TB): 58
Nc1nccs1
  HL-60(TB): 77
COc1cc(Nc2c(C#N)cnc3cc(OCCCN4CCN(C)CC4)c(OC)cc23)c(Cl)cc1Cl
  HL-60(TB): 6.5*
Cn1cc(-c2nc(N)nnc2-c2c[nH]c3ccccc23)c2ccccc21
  HL-60(TB): 81

COc1cc2nc(N3CCN(C(=O)C4COc5ccccc5O4)CC3)nc(N)c2cc1OC (configuration not stated)
  HL-60(TB): 100&103&104
Cn1cc(C(=O)c2nc(-c3cn(C)c4ccc(Br)cc34)no2)c2ccccc21
  HL-60(TB): 95
CC[C@]1(O)CC2CN(CCc3c([nH]c4ccccc34)[C@@](C(=O)OC)(c3cc4c(cc3OC)N(C)[C@H]3[C@@](O)(C(=O)OC)[C@H](OC(C)=O)[C@]5(CC)C=CCN6CC[C@]43[C@@H]65)C2)C1 (some centres not stated)
  HL-60(TB): 2.9*
O=C(NC[C@H](O)CN1CCc2ccccc2C1)c1cc(NC2COC2)ncn1
  HL-60(TB): 119
COc1ccc2c(c1)c(-c1nnc(N)nc1-c1cn(C)c3ccc(OC)cc13)cn2C
  HL-60(TB): 74
NS(=O)(=O)c1cc2c(cc1C(F)(F)F)NC(Cc1ccccc1)NS2(=O)=O (configuration not stated)
  HL-60(TB): 108

By substructure: the compounds so far with a carbonyl joined to an NH by a bond outside any ring.
COc1ccccc1OCC(O)COC(N)=O (configuration not stated)
  HL-60(TB): 66
O=C(Nc1ccc(Cl)c(Cl)c1)Nc1ccc2nc(NS(=O)(=O)c3ccc4ccccc4c3)sc2c1
  HL-60(TB): 101
Cc1nc(NC(=O)N2CCC[C@H]2C(N)=O)sc1-c1ccnc(C(C)(C)C(F)(F)F)c1
  HL-60(TB): 24
O=C(Nc1ccccc1)Nc1ccc2nc(NS(=O)(=O)c3ccc4ccccc4c3)sc2c1
  HL-60(TB): 100
COc1ccc(/C=C/C(C)=N/OC(C)C(=O)NC(C)C)cc1 (configuration not stated)
  HL-60(TB): 100
C/C=C\C1=C(C(=O)O)N2C(=O)C(NC(=O)C(N)c3ccc(O)cc3)C2SC1 (configuration not stated)
  HL-60(TB): 94
CCN(CCCOc1ccc2c(Nc3cc(CC(=O)Nc4cccc(F)c4)[nH]n3)ncnc2c1)CCOP(=O)(O)O
  HL-60(TB): 35
C[C@@H](NC(=O)c1ncnc(N)c1Cl)c1ncc(C(=O)Nc2cc(C(F)(F)F)c(Cl)cn2)s1
  HL-60(TB): 35
CC(C)(C)c1cnc(CSc2cnc(NC(=O)C3CCNCC3)s2)o1
  HL-60(TB): -40*
Cn1ncc(Cl)c1-c1cc(C(=O)N[C@H](CN)Cc2ccc(F)c(F)c2)oc1Cl
  HL-60(TB): -36*
C=CCSc1nc(NC(=O)CN2CCN(c3cc4c(cc3F)c(=O)c(C(=O)O)cn4C3CC3)CC2)cc(=O)[nH]1
  HL-60(TB): 104
CCOc1ccn(-c2ccc(F)cc2)c(=O)c1C(=O)Nc1ccc(Oc2ccnc(N)c2Cl)c(F)c1
  HL-60(TB): 92
O=C(Nc1ccc(Cl)cc1)Nc1ccc(Cl)c(C(F)(F)F)c1
  HL-60(TB): -61*
O=C(NC[C@H](O)CN1CCc2ccccc2C1)c1cc(NC2COC2)ncn1
  HL-60(TB): 119
